# Screening data deposited in PubChem by Columbia University Molecular Screening Center.
# mHtt clearance: compounds clearing mutant huntingtin protein; HeLa Exon1htt(103Q)mCFP, aggregate imaging; zero = plate's median compound well; inhibition, % at 1.5 µM; 0.42% of 47,000 active;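 active means inhibition of aggregate fluorescence above about 70%, also judged a hit by eye on the cell image, limit read from the data, passing the limit was not always enough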;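 further: cells exposed to compound for three days before fixation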
# mHtt clearance grain fraction: recorded beside mHtt clearance, whose call it bears; fraction fluorescence in grains; measured here: aggregate grain fluorescence fraction; stronger effect = lower value;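 scaled fraction of total cell fluorescence in grains with unit not stated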
# * hit, by the source's call. The list is partial; count on the stated rates, not on these rows.
SMILES,mHtt clearance,mHtt clearance grain fraction
CC(=O)Nc1cc2c(cc1C(C)=O)OCCO2,45,22
CCC1=[N+](C)CCn2c(C)ccc21,35,13
CN(C)c1nccc(Nc2ccccc2)c1C#N,26,15
Cc1ccc(C)c(CN2CCCN(C(=O)Cn3ncc4c3-c3ccccc3OC4)C2)c1,19,33
Cc1ccc(NCc2nnc(SCC(=O)N(Cc3ccccc3)C(C)(C)C)o2)c(C)c1,37,14
CCCN1C(=O)C2(C(C(=O)c3ccc(C)o3)=C(O)C(=O)N2CCCN2CCOCC2)c2ccccc21 (stereo not drawn),-45,29
COCCN1C=C(C(=O)OC)C(c2ccccc2C(F)(F)F)C(C(=O)OC)=C1,-33,50
Cc1c(C(=O)Nc2ccccc2Cl)oc2ccc(S(=O)(=O)N3CCC4(CC3)OCCO4)cc12,-11,41
O=C(c1cc2sccc2n1Cc1ccc(F)cc1)N1CCCc2ccccc21,45,9.8
CCOC(=O)c1cc(-c2ccc(C)cc2)n(CCC(=O)NCCN(C)C)c1C,56,20
COc1cccc(C2CC(=O)N3CN(c4ccccc4F)CSC3=C2C#N)c1 (stereo not drawn),36,32
COc1cc(C2NC(=O)NC(O)(C(F)(F)F)C2C(=O)c2ccc(Cl)cc2)ccc1O (stereo not drawn),-4,23
COc1ccc(-c2cc(-c3ccc(F)cc3)nc(N3CCN(C)CC3)n2)cc1,3,42
COc1ccc(NC(=O)N2CCCc3ccccc32)cc1,14,32
CCSc1ccccc1C(=O)Nc1cccnc1,50,9.8
CCOC(=O)c1csc(NC(=O)c2ccccc2)n1,-3,38
C(#Cc1ccccc1)Cn1nnc2ccccc21,30,26
CCCCN(C)Cc1c(C)[nH]c2ccc(Cl)cc2c1=O,-43,50
COc1ccc(O)c(-c2cc(C(F)(F)C(F)F)nc(-c3ccccc3)n2)c1,61,15
O=C(c1ccc(Cl)cc1)N1CCN(C(=O)c2ccco2)CC1,-56,59
COCC(=O)N1CCN(c2ccc([N+](=O)[O-])cc2)CC1,22,17
Cc1nn(-c2ccccc2)c2[nH]c(=O)c(CNCc3ccc4c(c3)OCO4)cc12,-14,24
CCCc1[nH]n(-c2nc3ccccc3s2)c(=O)c1C=NCCN1CCOCC1,36,30
O=C(NCc1ccc2c(c1)OCO2)c1c[nH]c2ccc(S(=O)(=O)N3CCOCC3)cc2c1=O,-141,76
O=C(Nc1ccccc1)c1nnsc1S(=O)(=O)c1ccc(Cl)cc1,-4,22
COc1ccc2cc(C(=O)NC3CCCCC3)c(=O)oc2c1,13,40
Cc1nc2c(C(=O)NCc3ccc4c(c3)OCO4)c[nH]n2c(=O)c1Cl,10,16
Cc1cc(C(=O)CSc2nnnn2C)c(C)n1-c1ccc2c(c1)OCCO2,-6,38
CCOC(=O)C(C#N)C(c1cccnc1)c1c(C)[nH][nH]c1=O (stereo not drawn),38,13
COc1cc(-c2nc3ccccc3s2)ccc1O,44,18
CCc1cc(=O)oc2c(C)c(O)c(CN3CCCCC3)cc12,24,32
Cc1nn(Cc2nc(-c3cccs3)no2)c(C)c1Br,-2,53
C=CCOc1ccc2ccccc2c1CNc1ncn[nH]1,-10,48
CCOC(=O)N1CCN(c2ccc(C(C)=O)cc2F)CC1,10,17
CCOC(=O)c1csc(NC(=O)CSc2nnnn2-c2cccc(OC)c2)n1,-13,24
CCc1ccc(C(=O)Nc2nnn(CC)n2)cc1,-33,28
CC(=O)Nc1cccc(NC(=O)c2cc(-c3cccnc3)nc3ccc(Br)cc23)c1,29,16
COc1cc(C(c2sc3nc(C)nn3c2O)N2CCOCC2)cc(OC)c1OC (stereo not drawn),30,23
C=CCn1c(Cc2cccs2)nnc1SCC(=O)Nc1cccc(OC)c1,-10,46
COC(=O)CC(NC(=O)c1ccco1)c1cccc2ccccc12 (stereo not drawn),16,27
CCc1nnc(NC(=O)CSc2nc(C)c3c(c2C#N)CCCC3)s1,-24,54
COC(=O)c1ccccc1NC(=O)c1ccco1,-61,32
COc1ccc(-c2nnc(N)s2)cc1,35,24
COc1ccc(Br)cc1C(=O)Nc1cccc(-c2nnc(-c3ccco3)o2)c1,1,16
COc1cc2c(cc1OC)CN(C(=O)c1ccc(OC)c(S(=O)(=O)N3CCOCC3)c1)CC2,-2,41
CC(NC(=O)Nc1nnc(C(F)(F)F)s1)N1C(=O)C2C3C=CC(C3)C2C1=O (stereo not drawn),33,30
COC(=O)c1[nH]c2ccc(C)cc2c1NC(=O)CN1CCc2cc(OC)c(OC)cc2C1,46,11
COc1ccc(C(=O)Nc2ccc(Cl)cn2)cc1Cl,-12,38
CCOc1ccccc1C1CC(=O)Nc2cc3c(cc21)OCCO3 (stereo not drawn),-112,81
CC(NC(N)=O)C(=O)OCc1ccc(Cl)cc1Cl (stereo not drawn),-63,37
CC(C)COc1ccc(C(=O)NC(CC(C)C)C(=O)O)cc1 (stereo not drawn),10,31
CCOC(=O)c1csc(NC(=O)CSc2nnnn2CC)n1,-46,31
CC1=[N+]([O-])C(C)(C)C(C)N(O)C1=O (stereo not drawn),25,24
CCC1(C(=O)OC)NC(c2ccco2)C2C(=O)N(c3ccccc3)C(=O)C21 (stereo not drawn),40,13
CCc1nnc(NC(=O)CSc2nc3c(cc2C#N)CCC3)s1,15,17
FC(F)(F)c1ccc(Oc2ccc3c(C(F)(F)F)cc(C(F)(F)F)nc3n2)cc1,42,12
FC(F)(F)c1nnc2ccc(N3CCOCC3)nn12,-1,19
Cc1ccc(C)c2[nH]c(=O)c(C(c3nnnn3CCc3ccccc3)N3CCOCC3)cc12 (stereo not drawn),34,25
O=C(CSc1nc(N2CCCCC2)nc(N2CCCCC2)n1)NC1CCCCC1,-47,28
CCN(CC)S(=O)(=O)c1ccc(C(=O)OCn2nnc3ccccc3c2=O)cc1,45,9.7
# The list goes on.
SMILES,mHtt clearance,mHtt clearance grain fraction
N#Cc1c(/N=C/c2cccs2)sc2c1CCCCC2,-3,38
Cc1nc2nc(SCC(=O)NCc3ccco3)nn2c(C)c1Cc1c(F)cccc1Cl,-14,42
O=C(CSc1ncnc2c1oc1ccccc12)NCC1CCCO1 (stereo not drawn),-2,18
CC1CN(c2oc(-c3ccco3)nc2C#N)CC(C)O1 (stereo not drawn),-20,42
c1ccc(-n2c(-c3ccco3)nnc2-c2ccco2)cc1,1,18
COc1ccc2c(c1)[nH]c1c(=O)n(CCN(C)C)cnc12,14,19
COCCn1c(-c2ccc(-c3ccccc3Cl)o2)nc2c1c(=O)[nH]c(=O)n2CC(C)C,5,27
O=S(=O)(NC1CC1)c1ccc(S(=O)(=O)N2CCCC3(CCCCC3)C2)cc1,-21,24
COc1ccc(CC(NC(=O)c2ccccc2)C(=O)NCC(=O)O)cc1 (stereo not drawn),-15,41
C=CCn1c(SCC(=O)c2cc(C)n(CCOC)c2C)nc2sc(C)c(C)c2c1=O,12,38
CCn1c(Cn2nnc(-c3ccccc3)n2)nnc1SCC(=O)Nc1ccc(C(C)=O)cc1,-41,29
CCC(C)NC(=O)C1CCCN(S(=O)(=O)c2ccc(-n3cnnn3)cc2)C1 (stereo not drawn),-33,26
CC(C)OCCCN1CN(S(=O)(=O)c2ccccc2)c2nc3ccccc3nc21,13,31
CC(C)(C)C(=O)OCC1OC(n2cnc(C(N)=O)n2)C(O)C1O (stereo not drawn),-84,36
O=C(NC1CCCCCC1)C1CCN(S(=O)(=O)c2cccc3cccnc23)CC1,0,36

# Sorted by value in mHtt clearance grain fraction (low to high): some entries from above.
SMILES,mHtt clearance,mHtt clearance grain fraction
COc1ccc2c(c1)[nH]c1c(=O)n(CCN(C)C)cnc12,14,19
CC(C)OCCCN1CN(S(=O)(=O)c2ccccc2)c2nc3ccccc3nc21,13,31
COc1ccc(CC(NC(=O)c2ccccc2)C(=O)NCC(=O)O)cc1 (stereo not drawn),-15,41

# A draw from above in order of number of heavy atoms, rising:
SMILES,mHtt clearance,mHtt clearance grain fraction
CC1CN(c2oc(-c3ccco3)nc2C#N)CC(C)O1 (stereo not drawn),-20,42
CC(C)(C)C(=O)OCC1OC(n2cnc(C(N)=O)n2)C(O)C1O (stereo not drawn),-84,36
O=S(=O)(NC1CC1)c1ccc(S(=O)(=O)N2CCCC3(CCCCC3)C2)cc1,-21,24
Cc1nc2nc(SCC(=O)NCc3ccco3)nn2c(C)c1Cc1c(F)cccc1Cl,-14,42

# (more compounds)
SMILES,mHtt clearance,mHtt clearance grain fraction
COc1ccccc1CN(CC(=O)NCc1ccco1)C(=O)CNS(=O)(=O)c1ccc(C)cc1,37,13
O=C(Nc1ccc(-c2noc(-c3cccs3)n2)cc1)c1cccnc1,15,16
Cn1nnnc1SCC(=O)Nc1c(Cl)cccc1Cl,-40,27
CCC(CC)C(=O)N(c1ccc(F)cc1)C1C=CS(=O)(=O)C1 (stereo not drawn),49,19
Cn1c(=O)c2cc(S(=O)(=O)Nc3ccc4c(c3)OCO4)ccc2n(C)c1=O,-27,47
Cc1ccc(C)c(N2CCN(C(=O)CCCn3c(=S)[nH]c4cc5c(cc4c3=O)OCO5)CC2)c1,-25,25
Cc1cc(=O)oc2c(CN3CCCCC3)c(O)c(Cl)cc12,7,18
Cc1cccc(N2CCN(C(=O)c3cc4c(=O)n(C)c5ccccc5c4n3C)CC2)c1C,0,48
CC(=O)Oc1ccc2c(c1)c(C(C)=O)c(C)n2C,36,12
Cc1ccc(OCC(O)CN2C(=O)NC(C)(C)C2=O)cc1 (stereo not drawn),-206,55
COc1ccc(-c2c3c(=O)n(C)c(=O)n(C)c3cn2Cc2ccccn2)cc1,-7,40
Cc1ccc(Cn2ccc(NC(=O)c3cc4nc5c(c(C(F)(F)F)n4n3)CCc3ccccc3-5)n2)cc1,28,22
Cc1nc(SCC(=O)Nc2ccc(N3CCOCC3)cc2)nc(C)c1C,-48,59
CCCCNC(=O)CC1N=C2c3ccccc3N=C(SCC(=O)Nc3ccccc3OC)N2C1=O (stereo not drawn),-38,54
Cc1ccccc1N(CC(=O)Nc1ccccc1C(=O)O)S(C)(=O)=O,22,16
O=C(CSc1nc(O)cc(=O)n1-c1ccccc1)N1CCCCC1,-58,27
CC(C)c1nc(SCc2c(F)cccc2Cl)c2c(=O)n(C)c(=O)n(C)c2n1,-57,58
COC(=O)c1ccc(C)c(NS(=O)(=O)c2ccc3c(c2)OCCO3)c1,-128,85
CCOC(=O)CN1C(=O)C(O)(CC(=O)c2cccc(OC)c2)c2ccccc21 (stereo not drawn),39,12
O=C1O/C(=C/C(=O)N2CCOCC2)c2ccccc21,49,9.5
CCOc1ccccc1NC(=O)CCCc1nc2ccccc2c(=O)[nH]1,54,16
O=C(NCC(=O)N(c1ccc2c(c1)OCCO2)C(C(=O)NC1CCCC1)c1ccco1)c1ccco1 (stereo not drawn),-29,24
COC(=O)c1ccc(NC(=O)CSc2nnc(-c3ccncc3)n2N)cc1,-18,47
CC1CCCCN1C(=O)c1cc(F)c(F)cc1Cl (stereo not drawn),-20,23
CCCc1cc(=O)[nH]c(SCC(=O)N(C)Cc2ccccc2)n1,2,34
CCOC(=O)N1CCN(c2ccc3nnnn3n2)CC1,-79,36
O=C(CCCn1c(SCC(=O)NC2CCCCC2)nc2ccccc2c1=O)NCC1CCCO1 (stereo not drawn),36,25
O=C(Nc1ccc(S(=O)(=O)N2CCCC2)cc1)c1ccc(CN2CCOCC2)cc1,-2,46
CC(C)CNC(=O)c1cccc(NC(=O)c2ccco2)c1,30,22
COc1ccc(C(N)=O)cc1NC(=O)c1cccc(F)c1,7,20

# One compound at a time, from the list above:
# `O=C(CSc1nc(O)cc(=O)n1-c1ccccc1)N1CCCCC1` is entered as mHtt clearance = -58; mHtt clearance grain fraction = 27
# `COC(=O)c1ccc(NC(=O)CSc2nnc(-c3ccncc3)n2N)cc1` is entered as mHtt clearance = -18; mHtt clearance grain fraction = 47
# `CCCc1cc(=O)[nH]c(SCC(=O)N(C)Cc2ccccc2)n1` is entered as mHtt clearance = 2; mHtt clearance grain fraction = 34

# The listing continues.
SMILES,mHtt clearance,mHtt clearance grain fraction
COC(=O)c1c(C)oc2ccc(NS(=O)(=O)c3cccs3)cc12,-16,23
[O-][n+]1onc2c1CCC1N(O)C(c3ccccc3)CC21O (stereo not drawn),-68,29
CC(C)c1[nH]nc2c1C(C(C)C)C(C#N)=C(N)O2 (stereo not drawn),1,36
CCOC(=O)Cc1cc(=O)n2[nH]c(-c3ccc(Cl)cc3)cc2n1,0,18
O=C(NCCO)c1ccc(-c2nnc(N3CCOCC3)c3ccccc23)cc1,22,31
CCCCNC(=O)CSc1nnc(Cc2ccccc2)n1CC,-73,34
CC1(C)C(=O)C2(CCCC2)C(=O)OC1c1ccco1 (stereo not drawn),3,16
CCOC(=O)N1CCC(NC(=O)CCc2cn(C)c3ccccc23)CC1,43,24
COc1ccc(-c2nnc(SCc3ccccc3)n2N)cc1,-43,54
CCCNCc1cc(OC)c(OCCC)cc1Cl,-24,21
CN1CCCCc2c1nc1ccccc1c2N (tested in a mixture with another compound),4,33
NC(=O)c1ncc(C(F)(F)F)cc1Oc1ccc(C(F)(F)F)cc1,2,31
CCCNC(=O)c1nc2ncc(Br)cn2n1,18,32
O=C(O)c1ccccc1OCCOc1ccccc1C(=O)O,-38,27
O=C(C1CCN(S(=O)(=O)c2ccc(Cl)cc2)CC1)N1CCOCC1,-24,29
COc1ccc(-n2cnnc2SCC(=O)Nc2nc(C)c(Cl)cc2Cl)cc1,9,18
COc1ccc(CN2CCNC(=O)C2CC(=O)O)c(OC)c1 (stereo not drawn),-19,57
O=C(CN1CCN(c2ccccn2)CC1)NCCc1ccccc1,-42,44
CC(C)COC(=O)n1c(=O)oc2cc(S(=O)(=O)N3CCCCC3)ccc21,32,29
Cc1ccc(C(C)C)c(OCCN2C(=O)NC(C)(C)C2=O)c1,-9,34
Cc1cccc(N2CCN(C(=O)C3CCN(S(=O)(=O)c4cccc5nsnc45)CC3)CC2C)c1 (stereo not drawn),45,20
CCCOC(=O)C1=C(C)NC2=C(C(=O)CC(C)(C)C2)C1c1ccc(N(C)C)cc1 (stereo not drawn),44,19
